Screens: PubChem BioAssay, Small Molecule Screening Facility, UW Madison
PriA SSB inh: inhibitors of Klebsiella pneumoniae PriA binding to SSB C-terminal tail. AlphaScreen SSBct-PriA binding, biotinylated peptide. 430,000 tested, 0.6% active. AID 1272365. inhibition, % at 33 µM; in the data active means inhibition mostly above about 37%, no sharp cut-off; inactive means mostly below about 20%;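 further: plate controls were negative control peptide for no effect and reference peptide for full effect; strong numbers were not always called active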
* marks the source's active call; other numbers are inactive results; & = joins results of further samples. Some of the compounds tested; rates above refer to the full screens.

For CN(C)Cc1c(O)ccc2c(=O)c(-c3nc4ccccc4s3)coc12 the results were PriA SSB inh -11.
Screening Cc1ccc(Cl)c2sc(N3CCN(C(=O)Nc4cccs4)CC3)nc12 returned PriA SSB inh 13.
For Cc1nc(CC#N)cs1 the results were PriA SSB inh -7.
`Cc1nc2ccccn2c1C(=O)N1CCN(c2cc(C(F)(F)F)ncn2)CC1` gave PriA SSB inh -18.
O=C(NN1C(=O)CSC1=S)c1ccc(Cl)cc1Cl was read as PriA SSB inh 7.
`O=C(CC1CCCC1)N(Cc1cnc2ccccn12)c1ccccc1` gave PriA SSB inh 11.
`NC(=O)c1cc(C2CCCCN2C(=O)c2nccc3ccccc23)[nH]n1` (stereo unspecified) gave PriA SSB inh -2.
`COc1ccc2cc(C(N)=O)c(=NNC(=O)c3ccccc3)oc2c1` gave PriA SSB inh 5.
O=c1cc(-c2ccccn2)[nH]c(-c2ccccn2)c1 was read as PriA SSB inh 96*.
Nn1c(SCC(=O)Nc2c(Cl)cccc2Cl)nnc1C1CCCCC1 was read as PriA SSB inh -7.
COc1ccc(OC)c(NC(=O)COc2cccc3c2OC(C)(C)C3)c1 was read as PriA SSB inh -4.
`O=S(=O)(c1ccc(Cl)cc1)N1CCCC(c2nnc(-c3cccs3)o2)C1` (stereo unspecified) gave PriA SSB inh 8.
CN1C[C@@H](C(=O)N2CCC(Oc3cccnn3)CC2)CC1=O was read as PriA SSB inh -6.
For O=C(C1CC1)N1CCN(CCn2cccn2)CC1 the results were PriA SSB inh 1.
For CCOc1cc(C=NNC(=O)CN2CCCCC2)ccc1OCc1cccc(Cl)c1 the results were PriA SSB inh -3.
Screening c1csc(-c2csc(Nc3nc4cc5c(cc4s3)OCO5)n2)c1 returned PriA SSB inh 10.
Screening CCOC(=O)c1c(C)[nH]c(C(=O)NN=Cc2ccccc2Cl)c1C returned PriA SSB inh 2.
For COc1ccccc1Nc1nc(Nc2ccccc2OC)nc(N2CCCC2)n1 the results were PriA SSB inh -7.
For CCOCC(=O)Nc1cc(-c2cn3nc(OC)ccc3n2)ccc1F the results were PriA SSB inh -11.
`COc1ccccc1-c1noc(C2CN(S(=O)(=O)C3CC3)C2)n1` gave PriA SSB inh -14.
Screening O=C(NN=Cc1c(O)n(-c2ccccc2Cl)c(=O)c2ccccc12)C1COc2ccccc2O1 (stereo unspecified) returned PriA SSB inh -1.
`O=C(CNC(=O)c1ccc(F)cc1)NN=Cc1cc(Br)ccc1OCc1ccccc1` gave PriA SSB inh 5.
For CNNC(N=Cc1ccc([N+](=O)[O-])s1)=NS(=O)(=O)c1cc(C)c(Cl)cc1SCc1ccccc1 the results were PriA SSB inh -9.
Screening COCCOC(=O)c1c(C)oc2ccc(OC(=O)N3CCOCC3)cc12 returned PriA SSB inh -6.
COc1ccc(CNC(=O)Cc2csc(Nc3cccc(Cl)c3)n2)cc1 was read as PriA SSB inh -1&2.
`CC(=O)NC1(C(Cl)(Cl)Cl)Oc2ccc(C(C)(C)C)cc2O1` (stereo unspecified) gave PriA SSB inh -12.
Screening C=CCN1C(=O)C(C)(C)COc2cc(NC(=O)c3cccc(OC)c3)ccc21 returned PriA SSB inh 13.
`CC(C(=O)NC(c1cccnc1)C1CCOCC1)n1cccn1` (stereo unspecified) gave PriA SSB inh -3.
`Cc1cccc(NC(=O)CSc2nnc(CNC(=O)COc3ccc(Cl)cc3)n2-c2ccc(Cl)c(Cl)c2)c1` gave PriA SSB inh 1.
`COCc1cc(=O)n(CC(=O)Nc2ccc(F)cc2C)c(N)n1` gave PriA SSB inh -1.
Screening COc1c2ccc(C(=O)N3CC(S(=O)(=O)c4ccc(Cl)cc4)C3)cc2nn1C returned PriA SSB inh -18.
COc1ccc(CNC(=O)c2ccc(CSCc3cccc(C)c3)o2)cc1 was read as PriA SSB inh 5.
CCc1c(C)c(C#N)c2nc3ccccc3n2c1Nc1ccc(C(N)=O)cc1 was read as PriA SSB inh -9.
`COC(=O)Cc1ccc(Br)cc1NC(C)=O` gave PriA SSB inh -1.
O=C(c1cccc(Cl)c1)N1CCN(C[C@H](O)C2CC2)CC1 was read as PriA SSB inh -2.
Screening COc1ccc(CCNC(=O)N2CCC(c3nnc(-c4ccc(F)cc4)o3)CC2)cc1 returned PriA SSB inh -7&-2.
COCC(=O)NCc1sc(-c2cccs2)nc1C was read as PriA SSB inh -5.
For Cn1nc(N2CCC(C(=O)N(Cc3ccccc3)c3ccccn3)CC2)ccc1=O the results were PriA SSB inh 11.
`O=S(=O)(NCc1cnn2ccccc12)c1cccc(C(F)(F)F)c1` gave PriA SSB inh -8.
Screening CC(O)(CNC(=O)CCSc1ccccc1)c1ccco1 (stereo unspecified) returned PriA SSB inh -10.
Screening O=C(CCN1CCN(C(c2ccccc2)c2ccccc2)CC1)N/N=C\c1ccc(Cl)cc1 returned PriA SSB inh 16.
For O=C(Nc1ccc(Cl)cc1)Nc1nc(C(=O)O)cs1 the results were PriA SSB inh 87*.
COc1ccc(N2C(=O)c3ccc(C(=O)c4ccc5c(c4)C(=O)N(c4ccc(OC)cc4)C5=O)cc3C2=O)cc1 was read as PriA SSB inh -11.
`NC(=NOC(=O)COc1ccc(Cl)cc1Cl)c1cccnc1` gave PriA SSB inh -9.
Screening O=C(c1cnn2c1CCCC2)N1CCN(C(=O)C2CC=CCC2)CC1 (stereo unspecified) returned PriA SSB inh -7.
Screening Cc1ccc(S(=O)(=O)NCC2CCN(Cc3ccco3)CC2)cc1C returned PriA SSB inh 3.
O=C(Cn1ccc2ccccc21)NC1CC(O)C(CO)C1 (stereo unspecified) was read as PriA SSB inh 6.
Screening COc1ccc(CCNC(=O)Cn2nc(-c3ccco3)ccc2=O)cc1 returned PriA SSB inh -4.
Screening CCN(CC)CCN(C(=O)c1c(F)cccc1F)c1nc2ccc(Br)cc2s1 returned PriA SSB inh -7.
Cc1csc(C(=O)Nc2ccccc2-c2ccc(=O)n(C)n2)c1 was read as PriA SSB inh 3.
O=S(=O)(c1cccnc1)N1CCSC(c2cc(F)ccc2F)CC1 (stereo unspecified) was read as PriA SSB inh -2.
For CSCCn1c(=NC(=O)c2ccnn2C)sc2cc3c(cc21)OCO3 the results were PriA SSB inh -6.
CCOc1cc(C=NN=C2NC(=O)C(CC(=O)O)S2)ccc1OCc1ccccc1Cl (stereo unspecified) was read as PriA SSB inh 1.
Screening O=C(CNC(=O)c1ccccc1)NCCS(=O)(=O)N1CCN(c2ncccn2)CC1 returned PriA SSB inh 7.
COc1cccc(C(=O)N2CC(Oc3nc4c(F)cccc4s3)C2)c1OC was read as PriA SSB inh -5.
Screening COC(=O)c1ccc(C(O)=C(C#N)c2nc3ccccc3s2)cc1 returned PriA SSB inh 0.
COC1CCN(S(=O)(=O)c2ccc(OC(F)(F)F)cc2)CC1 was read as PriA SSB inh -1.
C1=NN(c2ccccc2)C2c3ccccc3OCC12 (stereo unspecified) was read as PriA SSB inh 6.
`CCC(=O)Nc1ccc(S(=O)(=O)NCCCn2ncccc2=O)cc1` gave PriA SSB inh -12.
`O=C(Cn1cc(S(=O)(=O)Cc2cccc([N+](=O)[O-])c2)c2ccccc21)N1CCCCCC1` gave PriA SSB inh -15.
Screening O=C(Nc1ccc(-c2cnc3n2CCC3)cc1)C1COc2ccccc2O1 (stereo unspecified) returned PriA SSB inh -8.
Screening ON=C(CN1CCCCC1)c1ccccc1 returned PriA SSB inh -2.
Screening NC(=NOCc1ccc([N+](=O)[O-])cc1)c1ccncc1 returned PriA SSB inh 2.
`Nn1cnc2scc(-c3ccccc3)c2c1=O` gave PriA SSB inh -16.
For Cc1c(N=Cc2ccc(OC(=O)c3ccccn3)cc2)c(=O)n(-c2ccccc2)n1C the results were PriA SSB inh 11.
Screening Cc1nn(-c2ccccc2)c(C)c1C=NNC(=O)CSc1nnc(-c2ccccc2)n1-c1ccc(Cl)cc1 returned PriA SSB inh 1.
`COc1ccc(NC(=O)CC(NCCOCCO)C(=O)O)c(OC)c1` (stereo unspecified) gave PriA SSB inh 2.
For Cc1cc(C(=O)Nc2nc(-c3nc4ccccc4s3)cs2)on1 the results were PriA SSB inh -4&7.
`Cc1ccc(NC(=S)NN=Cc2c(Cl)cccc2Cl)c(C)c1` gave PriA SSB inh 10.
`O=C(NCC1(O)CCOc2ccccc21)c1ccc2nsnc2c1` (stereo unspecified) gave PriA SSB inh -5.
For CCOc1cc(C=NNC(=O)COc2ccccc2C)ccc1OC(=O)c1cccs1 the results were PriA SSB inh -11.
COc1c([N+](=O)[O-])cc(C(=O)N/N=C\c2ccc(Br)o2)cc1[N+](=O)[O-] was read as PriA SSB inh 34.
Screening O=C(CCCSc1ccc(NC(=O)C2CC2)nn1)Nc1ccc(F)c(F)c1 returned PriA SSB inh -12.
`O=C(NCc1cc(-c2cccs2)on1)c1ccco1` gave PriA SSB inh -9&-5.
COC(=O)N1CCc2ccc(NS(C)(=O)=O)cc2C1 was read as PriA SSB inh -6.
Screening O=C(NCCn1cnc2ccsc2c1=O)c1ccc2ncsc2c1 returned PriA SSB inh -14.
O=C(Cn1ncn2nc(-c3ccccc3)cc2c1=O)Nc1ccc(F)cc1 was read as PriA SSB inh 4.
Screening O=C(NCC1(c2cccs2)CCCCC1)C1COc2ccccc2O1 (stereo unspecified) returned PriA SSB inh -30.
Screening CCOc1ccc(NC(=O)c2cn(Cc3ccc(NC(=O)c4cc(OC)cc(OC)c4)cc3)cn2)cc1 returned PriA SSB inh -1.
`COc1c2ccc(C(=O)N3CCc4c(cnc5cc(C)nn45)C3)cc2nn1C` gave PriA SSB inh -1.
`O=C(c1cnn2c1CCCC2)N1CCN(C(=O)C2(c3cccs3)CCCC2)CC1` gave PriA SSB inh -13.
CC(C)OCc1ccc(C(=O)Nc2nnc(C(C)C)s2)o1 was read as PriA SSB inh 7.
`Cc1ccccc1OCC(=O)NCCc1nc2c(c(C(F)(F)F)n1)COCC2` gave PriA SSB inh -14.
For N#CCCSc1ccccc1NC(=O)c1cc2c(ccc3ccccc32)oc1=O the results were PriA SSB inh -10.
For Cc1cccc(NC(=O)CC2CCCCN2S(=O)(=O)c2cccs2)c1C (stereo unspecified) the results were PriA SSB inh 22.
Screening Cn1nc(C(F)(F)F)c(C=NOC(=O)c2ccc(Cl)cc2)c1Cl returned PriA SSB inh 1.
For O=C(NCc1ccc2c(c1)OCO2)C(=O)NCC1OCCN1S(=O)(=O)c1cccs1 (stereo unspecified) the results were PriA SSB inh 4.
`CO[C@@H](CNS(=O)(=O)c1ccc2oc(=O)n(C)c2c1)c1ccccc1Cl` gave PriA SSB inh -17.
Screening COC(=O)c1ccc(Cn2cnc3c(nnn3C)c2=O)o1 returned PriA SSB inh -14.
Screening O=C(NCc1ccsc1)c1cccs1 returned PriA SSB inh -9.
O=C(O)CSc1cc(-c2ccccc2)ncn1 was read as PriA SSB inh -28.
For COc1ccc(C)cc1NC(=O)C(=O)NCC(c1cccs1)N1CCc2ccccc21 (stereo unspecified) the results were PriA SSB inh -17.
For O=C(Nc1nc2c(F)cc(F)cc2s1)c1ccc2c(c1)CCCC2 the results were PriA SSB inh 8.
`O=C(NCCn1nc(-c2ccc(Cl)cc2)ccc1=O)c1ccc(S(=O)(=O)N2CCCC2)cc1` gave PriA SSB inh 7.
For Cc1cc(SCC(=O)NCc2ccc(Cl)cc2)nc(-c2ccc(F)cc2)n1 the results were PriA SSB inh -2.
For CCC(=O)c1ccc(OCC(O)CN2CCN(c3cc(Cl)ccc3Cl)CC2)cc1 (stereo unspecified) the results were PriA SSB inh -3.

Sorted by count of non-hydrogen atoms (low to high): 18 of the compounds above
Screening O=C(NCc1ccsc1)c1cccs1 returned PriA SSB inh -9.
`COC(=O)Cc1ccc(Br)cc1NC(C)=O` gave PriA SSB inh -1.
For O=C(C1CC1)N1CCN(CCn2cccn2)CC1 the results were PriA SSB inh 1.
COC(=O)N1CCc2ccc(NS(C)(=O)=O)cc2C1 was read as PriA SSB inh -6.
Screening COC(=O)c1ccc(Cn2cnc3c(nnn3C)c2=O)o1 returned PriA SSB inh -14.
`Cc1ccc(NC(=S)NN=Cc2c(Cl)cccc2Cl)c(C)c1` gave PriA SSB inh 10.
Cc1csc(C(=O)Nc2ccccc2-c2ccc(=O)n(C)n2)c1 was read as PriA SSB inh 3.
Screening CCOC(=O)c1c(C)[nH]c(C(=O)NN=Cc2ccccc2Cl)c1C returned PriA SSB inh 2.
Screening O=C(NCC1(c2cccs2)CCCCC1)C1COc2ccccc2O1 (stereo unspecified) returned PriA SSB inh -30.
Screening COCCOC(=O)c1c(C)oc2ccc(OC(=O)N3CCOCC3)cc12 returned PriA SSB inh -6.
Screening O=C(Nc1ccc(-c2cnc3n2CCC3)cc1)C1COc2ccccc2O1 (stereo unspecified) returned PriA SSB inh -8.
Screening C=CCN1C(=O)C(C)(C)COc2cc(NC(=O)c3cccc(OC)c3)ccc21 returned PriA SSB inh 13.
For CCC(=O)c1ccc(OCC(O)CN2CCN(c3cc(Cl)ccc3Cl)CC2)cc1 (stereo unspecified) the results were PriA SSB inh -3.
For CCOc1cc(C=NNC(=O)COc2ccccc2C)ccc1OC(=O)c1cccs1 the results were PriA SSB inh -11.
`O=C(Cn1cc(S(=O)(=O)Cc2cccc([N+](=O)[O-])c2)c2ccccc21)N1CCCCCC1` gave PriA SSB inh -15.
`O=C(NCCn1nc(-c2ccc(Cl)cc2)ccc1=O)c1ccc(S(=O)(=O)N2CCCC2)cc1` gave PriA SSB inh 7.
Screening CCOc1ccc(NC(=O)c2cn(Cc3ccc(NC(=O)c4cc(OC)cc(OC)c4)cc3)cn2)cc1 returned PriA SSB inh -1.
COc1ccc(N2C(=O)c3ccc(C(=O)c4ccc5c(c4)C(=O)N(c4ccc(OC)cc4)C5=O)cc3C2=O)cc1 was read as PriA SSB inh -11.

The results go on:
Screening CN1CCN(S(=O)(=O)c2ccc(F)c(Cl)c2)CC1 returned PriA SSB inh 1.
Screening O=C(Cn1c(-c2cccnc2)nc2ccccc21)NCc1ccc2c(c1)OCO2 returned PriA SSB inh -3.
For Cc1ccccc1C(=O)NCc1nccc(N(C)C)n1 the results were PriA SSB inh -1.
`CCOc1ccc(C(=O)CSc2nccn(-c3cccc4ccccc34)c2=O)cc1` gave PriA SSB inh 7.
For COc1ccc(C=NNc2nc(-c3ccc(Cl)cc3)cc(C(F)(F)F)n2)cc1OC the results were PriA SSB inh 8.
`O=S(=O)(NCCC(O)c1ccc2c(c1)OCO2)C1CC1` (stereo unspecified) gave PriA SSB inh -9.
